Compound activity deposited in PubChem BioAssay by several laboratories.
aDG glyco act: alpha-DG glycosylation activation. activation, % at 10 µM. Pro5-aDG cells, alpha-DG glycosylation AlphaScreen (IIH6); 0% Pro5, 100% B10-LARGE cell signal. 360,000 tested, 0.22% active;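 active = activation of at least 8% versus controls, or a plate z-score of at least 8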;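 also: Pro5 are CHO cells carrying HIG-tagged alpha-DG that lacks glycosylation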
Cardio protect: protects H9c2 cardiomyocytes from peroxide injury; H2O2 injury protection, ATPLite, 2 h; protection from H2O2 cell death, % at 20 µM; 360,000 tested, 0.63% active; AID 588492;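 active = compounds giving at least 50% protection of heart cells from peroxide-induced death in the single-dose screen, raw or plate-pattern-corrected value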;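 also: 0% = DMSO wells with peroxide and 100% = DMSO wells without peroxide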
HTR2A ag: activates the mouse 5-HT2A serotonin receptor | P35363 | CHO-K1 mHTR2A beta-arrestin complementation, luminescence; percent of 30 µM serotonin response | activation, % at 7.6 µM | 360,000 tested, 0.66% active | AID 624169;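 active = activation above a run cutoff, the mean activation of all tested compounds plus 3 SD, cut at about 14% in these data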;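 also: 0% = plate median of compound wells and 100% = 30 µM serotonin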
ABHD5-PLIN5 inh: blocks binding of human ABHD5 to perilipin-5. Q00G26+Q8WTS1. Split G. princeps luciferase complementation, luminescence, 4 h. inhibition, % at 4 µM. 360,000 tested, 0.78% active. AID 602281;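 active = inhibition above the mean inhibition across every tested compound plus 3 SD, cut at about 22% in these data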;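 also: 0% = DMSO only wells and the 100% control is not disclosed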
Target sequence (Q00G26 whole entry, looked up): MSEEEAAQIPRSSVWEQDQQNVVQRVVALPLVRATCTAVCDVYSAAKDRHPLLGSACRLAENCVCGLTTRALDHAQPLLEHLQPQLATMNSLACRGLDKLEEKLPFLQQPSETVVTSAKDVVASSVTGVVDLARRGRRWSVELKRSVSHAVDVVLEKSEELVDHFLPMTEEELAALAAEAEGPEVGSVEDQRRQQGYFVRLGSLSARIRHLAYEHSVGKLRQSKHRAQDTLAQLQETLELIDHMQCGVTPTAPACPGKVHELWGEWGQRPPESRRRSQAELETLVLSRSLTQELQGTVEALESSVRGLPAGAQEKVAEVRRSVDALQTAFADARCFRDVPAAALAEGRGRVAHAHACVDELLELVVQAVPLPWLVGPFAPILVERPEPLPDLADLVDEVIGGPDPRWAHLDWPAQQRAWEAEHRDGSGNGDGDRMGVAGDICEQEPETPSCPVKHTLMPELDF
Target sequence (Q8WTS1 whole entry, looked up): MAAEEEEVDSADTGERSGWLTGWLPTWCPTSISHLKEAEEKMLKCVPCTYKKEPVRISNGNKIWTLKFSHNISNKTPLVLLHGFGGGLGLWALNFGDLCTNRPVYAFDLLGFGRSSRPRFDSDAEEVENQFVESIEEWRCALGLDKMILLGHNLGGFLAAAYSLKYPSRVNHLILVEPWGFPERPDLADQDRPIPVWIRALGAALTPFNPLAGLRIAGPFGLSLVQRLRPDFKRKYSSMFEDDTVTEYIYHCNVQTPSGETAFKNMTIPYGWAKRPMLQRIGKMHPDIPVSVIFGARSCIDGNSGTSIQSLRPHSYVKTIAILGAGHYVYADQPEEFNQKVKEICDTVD
MC4R ag barr: human MC4R agonism via beta-arrestin. activation, % at 8.9 µM. U2OS MC4R beta-arrestin complementation, luminescence; percent of melanotan II response, DMSO zero. P32245. AID 540308. 360,000 tested, 0.98% active;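 active = activation above a per-plate cutoff, the mean activation of sample wells on that plate plus 3 SD, cut at about 8% in these data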
N-glyco inh: N-linked glycosylation inhibition; reporter increase, % at 12.5 µM; D54 ERlucT glycosylation luciferase reporter, 24 h; percent of 100 nM tunicamycin response; 360,000 tested, 0.23% active;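 active = mean luciferase reporter signal, scaled so untreated is 0 and the glycosylation-blocking control 100, at or above a set limit in every replicate; inconclusive = mean reaches the limit but not every replicate does; inactive = mean below the limit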;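 also: luciferase carries N-glycosylation sites so blocking glycosylation raises the light; 0% = median of neutral control wells and 100% = median of 100 nM tunicamycin wells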
Exocytosis inh: lytic granule exocytosis inhibition; TALL-104 LAMP-1 surface exposure, flow cytometry; cells stimulated with thapsigargin and PMA; inhibition, % at 10 µM; 360,000 tested, 0.66% active; AID 651702;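 active = inhibition above about 55%, limit read from the data; inconclusive = no clear call, values can overlap the other calls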
MC4R antagonist: antagonists of human melanocortin 4 receptor (MC4R) | P32245 | MC4R-expressing cells, MTII-stimulated cAMP, LANCE TR-FRET | inhibition, % at 6.5 µM | 360,000 tested, 0.48% active | AID 540295;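 active = inhibition above its plate's cutoff, the mean of tested wells on that plate plus 3 SD, cut at about 29% in these data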;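 also: 0% = Melanotan II alone and 100% = Melanotan II plus saturating MCL0020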
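Assay system: U2OS cells stably expressing human melanocortin 4 receptor (MC4R) / Dosing: 6.5 µM / Timing: compound 30 min, challenge 1 h, detection 1 h / Measured by: Eu-cAMP/anti-cAMP TR-FRET, emission 671 nm / Replicates: singlicate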
ABCB6 inh 2: human ABCB6 transporter inhibition | 360,000 tested, 0.19% active | Q9NP58 | K562-ABCB6 porphyrin accumulation, flow cytometry, 1 h; active compounds read low | fluorescence ratio to DMSO, % at 10 µM | AID 602162;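 active = fluorescence ratio to DMSO below 75%, the collection mean minus 3 SD; inconclusive = too few cells collected in the well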;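 also: signal is porphyrin accumulated inside mitochondria; 100% equals median channel fluorescence of DMSO control wells; lower ratio means ABCB6 inhibition with less porphyrin fluorescence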
hiPSC survival: hiPSC single-cell survival enhancement; ATPlite luminescence; 100% = ROCK inhibitor wells, 0% = DMSO; survival enhancement, % at 20 µM; 360,000 tested, 0.044% active; AID 602274; in the data active = survival enhancement above about 18%;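 also: cells exposed to compounds for 16 hours before the ATP read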
The depositor's hits bear a star; ? = inconclusive; / = no result given. Outcome played no part in choosing rows; about 4.5% have a hit in one of these screens.

SMILES	aDG glyco act	Cardio protect	HTR2A ag	ABHD5-PLIN5 inh	MC4R ag barr	N-glyco inh	Exocytosis inh	MC4R antagonist	ABCB6 inh 2	hiPSC survival
CC(C)(C)C1=CC(=Nc2ccccc2N)C=C(C(C)(C)C)C1=O	-0.5	-6	4	7	-1.2	-1	1	23	97	-1.8
COC(=O)C1=C(O)CSC1=Nc1ccccc1	-0.1	12	-2	0	-3.0	-1	-2	13	100	0.3
C[C@H]1CC[C@@]2(O[C@H](CCO)C[C@@H](O)[C@@H]2O)O1	-0.5	-1	-6	-4	-0.5	0	-10	3	101	5.1
CCN(c1ccccc1)S(=O)(=O)c1ccc(C(=O)Nc2nnc(COC)o2)cc1	0.0	24	-6	-4	-0.4	1	-1	9	97	2.8
COc1ccc(S(=O)(=O)N(C)C)cc1NC(=O)COC(=O)c1n[nH]c2ccccc12	-0.2	-6	-4	-4	-0.8	-1	-23	-2	101	18
O=C(NCCc1ccccc1)/C(=C\c1ccc([N+](=O)[O-])cc1)NC(=O)c1ccco1	0.5	9	3	-2	-3.4	/	-8	15	107	0.2
CCCCOP(=O)(c1ccc(N(C)C)cc1)C(O)c1c(Cl)cccc1Cl (stereo not drawn)	-0.1	-3	0	-1	-0.1	-3	3	1	96	1.5
CC(C)Cc1cc(-c2ccco2)c(C#N)c(N)n1	0.0	6	-2	3	-0.9	-3	3	4	107	1.2
Cc1ccc(C(=O)N2CCCC2)c(F)c1F	-0.1	7	-2	0	0.1	4	-1	-2	106	-2.9
C#CCOCCOCCOCCNc1nc(N2CCN(C(=O)[C@H]([C@@H](C)O)n3cc(CCCCN)nn3)CC2)nc(N2CCN(C(=O)[C@H](C)n3cc(CCCN=C(N)N)nn3)CC2)n1	0.0	0	-10	-3	-1.7	0	0	0	98	-1.3

Only Exocytosis inh and hiPSC survival (2 entries from above):
| Compound | Exocytosis inh | hiPSC survival |
| --- | --- | --- |
| CC(C)Cc1cc(-c2ccco2)c(C#N)c(N)n1 | 3 | 1.2 |
| Cc1ccc(C(=O)N2CCCC2)c(F)c1F | -1 | -2.9 |

(listing goes on)
SMILES	aDG glyco act	Cardio protect	HTR2A ag	ABHD5-PLIN5 inh	MC4R ag barr	N-glyco inh	Exocytosis inh	MC4R antagonist	ABCB6 inh 2	hiPSC survival
CN(C)S(=O)(=O)c1ccc(Cl)c(C(=O)Nc2ccc(S(=O)(=O)N3CCOCC3)cc2)c1	0.0	-4	-4	6	-2.4	-3	-5	8	97	-0.3
CCC(=O)Nc1cccc(NC(=O)c2ccc3c(c2)OCCO3)c1	0.1	-7	-3	8	0.3	1	-4	13	94	-1.2
CNC(=S)SCCOc1ccccc1C	-0.1	-6	-3	0	-1.3	4	-1	-12	99	-2.3
CCNC(=S)NS(=O)(=O)c1ccc(Cl)cc1	0.1	-5	-6	-5	-1.5	2	7	1	97	1.7
CCOC(=O)c1c(-c2ccccc2)nnn1-c1nc(OCC)nc(N2CCCCC2)n1	-0.5	70*	6	3	-0.2	-6	9	9	94	2.8
CCOc1cccc(CN2CCN(CCc3ccccc3)C(CCO)C2)c1O (stereo not drawn)	-0.1	-12	-3	9	-0.3	1	7	-3	98	2.9
Cc1ccc(NC(=O)CN(C)CC(=O)Nc2ccc(F)c(Cl)c2)cc1	0.2	-9	-6	5	-1.2	1	0	2	97	-2.7
Cc1onc(-c2c(Cl)cccc2Cl)c1C(=O)c1ccccc1	-0.1	-9	-1	2	0.6	-1	0	3	99	-0.3
OC1(c2ccccc2F)CCN(Cc2nnc(-c3ccccc3)o2)CC1	-0.1	-1	-1	4	-1.5	2	2	0	94	-3.3
Cc1ccc(NC(=O)c2ccc3ccccc3n2)nc1	0.3	-23	-4	1	-0.2	-8	-1	5	94	-3.0
COc1ccc(OCC(=O)NC(CC(=O)O)c2ccc(OC)c(OC)c2)cc1 (stereo not drawn)	0.1	0	-1	-1	-0.6	-1	-2	-1	92	0.8
CCCCCCOc1ccc(OC(=O)c2ccncc2)cc1	3.2	-5	-5	-2	-1.1	0	-2	0	92	0.7
Cc1cc(C)c2c(c1)N[C@H](c1cccs1)[C@@H]1CCO[C@H]21	0.0	0	-2	-6	0.0	-2	-8	13	95	-0.4
NNC(=O)c1c(O)c2cccc3c2n(c1=O)CCC3	-0.1	-4	-7	-1	0.2	2	-7	18	97	1.1
CSCCC(NC(=O)c1ccccc1Cl)C(=O)N1CCCC(C)C1 (stereo not drawn)	-0.2	-2	-1	0	0.1	-3	-2	-6	104	0.7
Nc1cc(=O)nc(SCC(=O)Nc2ccccc2)n1-c1ccccc1	0.3	-7	-2	-2	-1.6	0	-1	10	102	0.3
CCc1c(C)nc2ncnn2c1Nc1ccc(C)c(C)c1	0.2	7	2	4	-1.0	-3	-2	8	98	7.6
CCOC(=O)c1c(NC(=O)Cc2cccs2)sc(C(=O)NC2CCCCC2)c1C	-0.4	3	2	0	0.6	2	2	8	86	1.5
Cc1ccc(C(=O)N/N=C\c2sccc2C)cn1	-0.2	-4	-1	0	-2.8	-1	0	-3	99	-0.2
CCCCN(C=O)c1c(CC)nc2ccc(C(=O)NCCc3ccccn3)cn12	0.0	15	-2	-8	-2.0	1	-9	14	92	1.4

Compounds from the list above that contain a halogen (eight):
SMILES	aDG glyco act	Cardio protect	HTR2A ag	ABHD5-PLIN5 inh	MC4R ag barr	N-glyco inh	Exocytosis inh	MC4R antagonist	ABCB6 inh 2	hiPSC survival
CCCCOP(=O)(c1ccc(N(C)C)cc1)C(O)c1c(Cl)cccc1Cl (stereo not drawn)	-0.1	-3	0	-1	-0.1	-3	3	1	96	1.5
Cc1ccc(C(=O)N2CCCC2)c(F)c1F	-0.1	7	-2	0	0.1	4	-1	-2	106	-2.9
CN(C)S(=O)(=O)c1ccc(Cl)c(C(=O)Nc2ccc(S(=O)(=O)N3CCOCC3)cc2)c1	0.0	-4	-4	6	-2.4	-3	-5	8	97	-0.3
CCNC(=S)NS(=O)(=O)c1ccc(Cl)cc1	0.1	-5	-6	-5	-1.5	2	7	1	97	1.7
Cc1ccc(NC(=O)CN(C)CC(=O)Nc2ccc(F)c(Cl)c2)cc1	0.2	-9	-6	5	-1.2	1	0	2	97	-2.7
Cc1onc(-c2c(Cl)cccc2Cl)c1C(=O)c1ccccc1	-0.1	-9	-1	2	0.6	-1	0	3	99	-0.3
OC1(c2ccccc2F)CCN(Cc2nnc(-c3ccccc3)o2)CC1	-0.1	-1	-1	4	-1.5	2	2	0	94	-3.3
CSCCC(NC(=O)c1ccccc1Cl)C(=O)N1CCCC(C)C1 (stereo not drawn)	-0.2	-2	-1	0	0.1	-3	-2	-6	104	0.7

Next compounds
SMILES	aDG glyco act	Cardio protect	HTR2A ag	ABHD5-PLIN5 inh	MC4R ag barr	N-glyco inh	Exocytosis inh	MC4R antagonist	ABCB6 inh 2	hiPSC survival
O=C(CSc1nnc2ccc(-c3ccc(F)cc3)nn12)N1CCOCC1	1.0	-5	-5	3	-1.5	3	-4	9	96	-0.3
CCOC(=O)N1CCN(C(=O)c2ccc(S(=O)(=O)Nc3cccc(C(F)(F)F)c3)cc2)CC1	0.3	-6	1	-7	-2.6	-4	2	21	91	-0.2
N#Cc1nc(COc2ccc(-c3ccccc3)cc2)oc1NCCCN1CCOCC1	4.1	-5	-7	18	-0.8	-1	11	7	93	5.1
Cc1[nH]ccc(=O)c1Cc1c(Cl)cccc1Cl	0.0	4	1	4	-0.6	-1	-14	13	97	-0.3
Cc1cc(C)c(NS(=O)(=O)c2ccc(NC(=O)CCC(=O)O)cc2)c(C)c1	0.2	10	1	5	-2.6	1	-2	7	103	-2.5
COc1ccc2nc(NC(=O)c3c(C)noc3C)sc2c1	-0.3	-7	0	9	0.1	0	8	4	102	-1.8
CC(N)c1csc(Nc2ccc(C(=O)NCCCO)cn2)n1 (stereo not drawn)	-0.2	6	-4	-1	-0.9	1	-1	11	100	5.0
O=C(Nc1ccccc1)C1=C[C@@H](c2coc3ccccc3c2=O)C[C@@H](OCc2ccc(CO)cc2)O1	0.0	21	1	4	0.5	1	38	5	93	0.9
COc1ccccc1CNC(=O)N[C@@H](Cc1ccccc1)C(=O)O	-0.1	8	4	5	-1.6	0	-2	1	120	1.8
Cc1ccc(CNC(=O)CN2C(=O)CSc3ccc(S(=O)(=O)N4CCCCC4)cc32)cc1	-0.4	-2	-2	6	-2.3	-1	0	6	99	1.1
CCCC1=C(C(=O)OCC)C(c2ccco2)C(C#N)=C(N)O1 (stereo not drawn)	-0.2	-2	7	2	-0.9	2	-3	-7	96	-0.3
CN(C)S(=O)(=O)c1ccc(N2CCCC2)c(C(=O)Nc2ccccc2Br)c1	-0.1	-1	4	4	-2.7	0	16	-2	99	-0.2
O=C(CN1C(=O)NC(c2ccccc2)(c2ccccc2)C1=O)NCc1cccs1	0.0	-8	-1	1	-0.5	0	-1	13	97	-1.0
CCOC(=O)C(C)Sc1nnc(-c2c[nH]c3ccccc23)n1C (stereo not drawn)	0.0	-5	-4	-7	-0.3	3	-1	0	94	1.7
COc1ccc(C)cc1NC(=O)COC(=O)C1CCN(C(=O)c2ccc(Cl)cc2)CC1	-0.6	0	-2	-1	-5.0	2	-3	3	94	-0.7
CC(Oc1ccccc1F)c1nnc(SCC(=O)c2c(N)n(C3CC3)c(=O)[nH]c2=O)o1 (stereo not drawn)	0.2	-8	-4	-4	-2.1	3	12	3	98	-0.5
COC(=O)c1ccc(CSc2nnc(CS(=O)Cc3ccc(Br)cc3)n2-c2ccccc2)cc1 (stereo not drawn)	0.6	-4	2	6	3.9	-3	?	14	98	3.8
O=C(c1cc2cc(F)ccc2[nH]1)N1CCN(Cc2ccc3c(c2)OCO3)CC1	0.0	-8	-3	12	5.1	0	4	-9	104	-0.4
CCOC(=O)c1[nH]c(C)c(C(=O)Nc2ccc(Cl)cc2)c1C	0.0	-1	0	-2	-0.1	2	-5	2	99	1.1
COc1ccc(Cl)cc1NS(=O)(=O)c1cccc2cccnc12	0.1	-11	1	2	-1.5	0	28	24	119	-0.5
CCCn1cnc2cc(NCc3ccccn3)ccc21	-0.1	-30	2	0	0.4	-3	-6	0	98	-3.7
C=CCNC(=O)/C(C#N)=C/c1c(C)nn(-c2ccccc2)c1Cl	0.0	-8	-1	13	-0.8	7	-1	-3	103	-2.4
